Screens from PubChem BioAssay.
ARNT TACC3 PPI: disruptors of ARNT/TACC3 protein interaction, primary screen, biochemical, AlphaScreen, single concentration; Transforming acidic coiled-coil-containing protein 3 (Homo sapiens), Q9Y6A5; AlphaScreen His-ARNT PAS-B/GST-TACC3 binding, luminescence; TACC3 fragment carries E629A point mutation; inhibition, % at 9.99 µM; 390,000 compounds, 0.66% hits;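 active = mean inhibition of replicates at least 50% and at least half of replicates each reaching 50%; inconclusive = half or more replicates reach 50% but mean below 50%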;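 note: 0% = complete ARNT plus TACC3 wells and 100% = ARNT alone without TACC3; many hits fall short of the cut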
ERp5 block: inhibitors of ERp5-driven insulin aggregation, primary screen, biochemical, turbidity, absorbance 650 nm, single point. Protein disulfide-isomerase A6 (Homo sapiens), Q15084. 90 min. inhibition, % at 9.99 µM. 350,000 compounds, 0.05% hits. AID 651711, 2012;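 active = mean replicate inhibition above about 25%, with every replicate also reaching it, limit read from the data, passing the limit was not always enough; inconclusive = only one of those two criteria met; inactive = neither criterion met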
Target sequence (Q15084 whole entry, looked up): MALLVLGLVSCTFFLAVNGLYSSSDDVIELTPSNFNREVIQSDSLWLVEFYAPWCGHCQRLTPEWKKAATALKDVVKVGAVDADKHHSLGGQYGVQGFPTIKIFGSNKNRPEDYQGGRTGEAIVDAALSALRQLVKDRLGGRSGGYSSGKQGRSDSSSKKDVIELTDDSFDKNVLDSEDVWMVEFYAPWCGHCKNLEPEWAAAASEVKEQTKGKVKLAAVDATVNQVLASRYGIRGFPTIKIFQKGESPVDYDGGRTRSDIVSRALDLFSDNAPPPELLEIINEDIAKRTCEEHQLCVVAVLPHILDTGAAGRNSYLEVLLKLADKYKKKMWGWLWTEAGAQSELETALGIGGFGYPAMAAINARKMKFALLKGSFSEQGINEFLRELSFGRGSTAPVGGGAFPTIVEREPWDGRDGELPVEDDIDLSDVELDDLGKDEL
E-sel inducer: E-selectin induction in HUVECs, primary screen, imaging, HUVEC, immunofluorescence imaging, single point; normalized: neutral wells 0, TNF-alpha wells 100; P16581; activation, % at 7.58 µM; 260,000 compounds, 0.37% hits;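 active = mean E-selectin-positive cell signal at least 10% of the positive control, reached in at least 60% of replicates, without over 20% cell loss; inconclusive = no rule given, readout overlaps actives, possibly toxicity-flagged; inactive = the rest, including those meeting only one limit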;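 note: in these data hits start at about 27%; measured in HUVEC primary endothelial cells; signal is the percent of cells scored E-selectin positive by PE staining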
Target sequence (P16581 whole entry, looked up): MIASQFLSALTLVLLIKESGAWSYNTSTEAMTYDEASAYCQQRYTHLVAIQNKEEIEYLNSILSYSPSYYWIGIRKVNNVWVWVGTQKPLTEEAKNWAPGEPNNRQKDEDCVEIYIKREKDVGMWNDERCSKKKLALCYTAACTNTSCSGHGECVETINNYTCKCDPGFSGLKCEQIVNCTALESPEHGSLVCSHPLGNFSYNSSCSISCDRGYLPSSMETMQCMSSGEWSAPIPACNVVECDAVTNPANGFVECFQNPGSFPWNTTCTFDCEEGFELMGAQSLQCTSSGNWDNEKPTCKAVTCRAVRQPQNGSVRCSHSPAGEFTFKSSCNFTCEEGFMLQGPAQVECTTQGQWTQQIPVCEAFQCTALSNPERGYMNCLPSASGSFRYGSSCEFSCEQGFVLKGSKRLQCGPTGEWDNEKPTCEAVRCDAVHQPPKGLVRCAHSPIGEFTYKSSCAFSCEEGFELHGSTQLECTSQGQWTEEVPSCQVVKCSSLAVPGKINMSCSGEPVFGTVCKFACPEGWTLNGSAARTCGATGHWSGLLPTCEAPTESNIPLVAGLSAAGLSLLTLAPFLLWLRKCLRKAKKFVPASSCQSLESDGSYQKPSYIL
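System: HUVEC / Compound: single concentration / Signal: immunofluorescence imaging / Read-out: percent E-selectin-positive cells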
RAD52 inh: RAD52 DNA annealing inhibitors, primary screen, biochemical, FRET, single point, set 2. DNA repair protein RAD52 homolog (Homo sapiens), P43351. 360,000 compounds, 0.46% hits. recombinant RAD52 DNA annealing, FRET fluorescence. AID 651710, 2012. inhibition, % at 18.7 µM;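 active = every replicate showing at least 50% inhibition; inconclusive = mean inhibition at least 50% but not in every replicate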
esBAF inh: Bmi1 luciferase reporter increase in mESCs, primary screen, esBAF inhibitor project, mouse ES cells, Bmi1 luciferase knock-in, single point. 24 h; 100% = twice the neutral-well signal. reporter increase, % at 12.5 µM. 350,000 compounds, 2% hits; in the data active = activation above about 40%; inconclusive = no clear call, values can overlap the other calls;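 note: 0% = median of the plate's neutral control wells and 100% = double that signal; a rise in the Bmi1 reporter signal indicates esBAF inhibition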
RAD54 branch: inhibitors of human RAD54 branch migration, primary screen, biochemical, fluorescence, single point; RAD54 Holliday junction branch migration, FAM/BHQ fluorescence; inhibition, % at 10.4 µM; 360,000 compounds, 0.14% hits; AID 602329, 2012;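 active = mean normalized replicate activity at least 40 and at least half of replicates scoring 40 or more; inconclusive = only one of the two criteria met; inactive = mean below 40 and under half of replicates reaching 40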;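 note: 0% = median of neutral control wells and 100% = median of positive control wells; inhibitors cause a drop in the FAM fluorescence signal; in these data hits start at about 50%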
CASP6 VEID inh: human caspase-6 inhibitors, primary screen, biochemical, VEID-R110 fluorescence, single point, set 2 | purified caspase-6, Z-VEID-R110 cleavage fluorescence | inhibition, % at 12.5 µM | 350,000 compounds, 0.53% hits;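 active = mean inhibition across replicates at least about 35%, with every replicate also reaching that limit, limit read from the data; inconclusive = only one of the two criteria met; inactive = neither criterion met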;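 note: 0% = median of neutral control wells and 100% = no fluorescence left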
PglD DTNB: C. jejuni PglD acetyltransferase inhibitors, primary screen, biochemical, DTNB colorimetric, single point; UDP-N-acetylbacillosamine N-acetyltransferase PglD (Campylobacter jejuni); purified PglD enzyme, DTNB colorimetric CoA detection; inhibition, % at 12.5 µM; 360,000 compounds, 0.098% hits; AID 602405, 2012; in the data active = inhibition above about 16%, passing the limit was not always enough; inconclusive = no clear call, values can overlap the other calls; note: strong numbers were not always called active
* marks the source's active call; other numbers are inactive results; ? = inconclusive; . = not tested or not shown; & = joins results of further samples.

SMILES	ARNT TACC3 PPI	ERp5 block	E-sel inducer	RAD52 inh	esBAF inh	RAD54 branch	CASP6 VEID inh	PglD DTNB
CC(=O)NCC(=O)NC(C(=O)Nc1ccc2c(c1)OCCO2)c1ccc(C)cc1 (centres undefined)	7	.	.	.	14	6	.	7
CCN1C[C@@H]2[C@@H]3C(=O)N(Cc4ccccc4)C(=O)[C@@H]3[C@](Cc3ccccc3)(C(=O)OC)N2C1=NCc1ccccc1	1	-1	-0.2	1	-1	-3	2	4
Cc1ccc2ccccc2c1NC(=O)CNCc1ccccc1	.	6	0.0	-16	3	-4	4	-5
COc1ccc(-n2c(CCc3ccccc3)nnc2SCC(=O)c2ccccc2)cc1	11	-3	0.9	-14	.	.	2	.
COc1ccc(-c2nc3c(n2O)CCC/C3=N\O)cc1	7	.	.	.	15	5	.	-1
C[C@H]1CN([C@@H](C)CO)C(=O)c2cccc(NC(=O)CCCCCC(=O)Nc3ccccc3N)c2O[C@H]1CN(C)Cc1ccc(Oc2ccccc2)cc1	.	1	-3.1	-21	.	.	-1	.
O=C(O)CC(NC(=O)C12CC3CC(CC(C3)C1)C2)c1ccc(F)cc1 (centres undefined)	-5	-1	0.1	-2	-2	-13	-1	11
Cc1cc(O)c(-c2cc(C(=O)Nc3cccnc3)[nH]n2)cc1C	-2	3	-0.3	-13	56	-1	-1	9
CCOc1cc2c(cc1OCC)C(c1ccccc1)N(c1ccccc1)C(=O)C2 (centres undefined)	5	.	.	.	6	-11	.	-11
CC(=O)c1ccc(NC(=O)c2ccc3nc(C)sc3c2)cc1	-2	-3	.	-13	49*	4	-28	-2
C[C@@H]1CN([C@H](C)CO)C(=O)CCCn2cc(nn2)CO[C@H]1CN(C)C(=O)Nc1ccc2c(c1)OCO2	-2&-3	-2&-2&1	-0.2&0.3	-16&8&0	6&-3&4	9&-2&-3	7&0&-1	1&-2&-5
CC(C)NC(=O)Nc1cccc2c1O[C@H](CN(C)Cc1ccccc1)[C@@H](C)CN([C@@H](C)CO)C2=O	3	-1	-0.1	10	-5	-8	-2	40
CC1=C(C(=O)NCCc2ccc(C)cc2)C2(CCC(C)CC2)OC1=O (centres undefined)	1	1	.	-13	9	-13	-1	-4
Cc1csc(SCC(=O)NC(=O)NC2CCCC2)n1	3	3	.	-6	.	-4	0	-4
COCCCNC(=O)CCN1C(=O)COc2ccccc21	-4	.	.	.	1	6	.	2
Cc1cc(C[n+]2cc(Br)ccc2N)c2ncccc2c1	-6	-6	.	-11	.	.	1	.
N=c1sccn1CC(=O)NC(=O)NC1CCCC1	0	-3	2.9	-19	.	-2	0	9
CCOCCCNC(=O)c1c[nH]c2ccc(OCC)cc2c1=O	5	1	3.6	6	.	-1	-2	-1
CCc1nc2ccccc2c(=O)n1/N=C/c1ccc(OC)cc1	-3	2	.	-6	16	.	3	.
COc1ccc(NC(=O)Nc2ccc3c(c2)C(=O)N([C@H](C)CO)C[C@H](C)[C@@H](CN(C)C(=O)NC(C)C)OCCCC[C@@H](C)O3)cc1	-8	-3	.	-4	-3	8	3	0
COc1ccc(/C(O)=C2/C(=O)C(=O)N(CCN3CCNCC3)C2c2cccc([N+](=O)[O-])c2)cc1 (centres undefined)	3	6	0.1	9	0	-1	-2	3
COc1ccc(N2CCN(CC(=O)Nc3ccc(C)c(C)c3)CC2)cc1	13	4	0.0	-3	-6	-7	-1	-4
COC(=O)[C@H](Cc1ccccc1)N1C[C@@H](N2CCC[C@H]2C)CS1(=O)=O	.	-2	-0.3	-39	.	.	-2	.
COCCCN1C(=O)C(CC(=O)NCc2cccc3ccccc23)CC(C(=O)N2CCCCCC2)=C1C (centres undefined)	.	0	-0.2	4	.	.	-1	.
CC1(C)CC(=O)C2=C(C1)Oc1ncn(CCO)c(=N)c1C2c1ccccc1 (centres undefined)	-5	.	.	.	-7	-9	.	0
COc1ccc(CN(C(=O)CSc2nnc(-c3ccccc3F)o2)c2ccc(F)cc2)cc1	-10	.	.	.	-8	-6	.	5
Cc1ccc(-c2nnc(CCC(=O)NCC3C4CC5CC(C4)CC3C5)o2)s1 (centres undefined)	1	4	0.6	-7	.	.	-4	.
O=S(=O)(N[C@H]1CC[C@@H](CCn2cc(C3(O)CCCC3)nn2)O[C@@H]1CO)c1ccc(F)cc1	-22	2	0.9	3	-5	2	-1	1
CC[C@H](C)[C@H]1CNC(=S)N1CC1CCN(CCCC2CCCC2)CC1	8	-3	-0.1	-7	-10	-7	-9	-2
CC(=O)OCc1nc2ccccc2s1	-27	.	.	.	43*	8	.	11
Cc1ccc(OC(=S)Nc2ccccc2)c(C)c1	-5	.	-1.3	.	-6	-2	.	.
CC(NC(=O)COC(=O)c1ccco1)c1ccccc1 (centres undefined)	-6	3	.	-8	-1	-1	0	6
CN(C(=O)CSc1nnnn1-c1ccccc1)C1CCS(=O)(=O)C1 (centres undefined)	-3	0	0.3	-6	.	.	12	.
CNC[C@H]1OCCCC[C@@H](C)Oc2ccc(NC(=O)NC(C)C)cc2C(=O)N([C@@H](C)CO)C[C@H]1C	2	1	-0.2	-33	.	7	-3	2
Cc1cccc(C(=O)Nc2cccc(OC(=O)c3cccc(C)c3)c2)c1	4	1	.	-11	24	-3	0	-2
CC(C)C(=O)Nc1ccccc1C(=O)N/N=C/c1ccc([N+](=O)[O-])cc1	2	.	.	.	10	-1	.	0
CCCOc1ccc(N2C(=O)CC(N(CCCO)C(=O)CC)C2=O)cc1 (centres undefined)	2	8	0.0	-2	4	-6	2	-6
CCc1ccc(NC(=O)C2CCN(S(=O)(=O)c3ccc4c(c3)N(C(C)=O)CCO4)CC2)cc1	-1	.	.	.	2	-1	.	-6
CN(C)S(=O)(=O)N(CC(=O)Nc1ccc(F)c(F)c1)c1ccccc1	-3	-3	.	-10	6	8	4	0
COC(=O)C1CCN(C(=O)c2ccc3nccnc3c2)CC1	.	1	-0.4	-15	-5	3	1	-1

Random excerpt: two records from the list.
SMILES	ARNT TACC3 PPI	ERp5 block	E-sel inducer	RAD52 inh	esBAF inh	RAD54 branch	CASP6 VEID inh	PglD DTNB
CNC[C@H]1OCCCC[C@@H](C)Oc2ccc(NC(=O)NC(C)C)cc2C(=O)N([C@@H](C)CO)C[C@H]1C	2	1	-0.2	-33	.	7	-3	2
Cc1ccc(OC(=S)Nc2ccccc2)c(C)c1	-5	.	-1.3	.	-6	-2	.	.

Other entries
SMILES	ARNT TACC3 PPI	ERp5 block	E-sel inducer	RAD52 inh	esBAF inh	RAD54 branch	CASP6 VEID inh	PglD DTNB
Cc1ccc(S(=O)(=O)N2CCN(c3ccnc4cc(Cl)ccc34)CC2)cc1C	-5	4	.	-32	5	.	-1	.
COc1cc(/C=C2/SC(=S)N(Cc3ccccc3)C2=O)ccc1OS(C)(=O)=O	0	11	0.0	-15	1	-10	-1	1
C[C@@H]1CN([C@@H](C)CO)C(=O)Cc2cc(NS(=O)(=O)c3ccc(F)cc3)ccc2O[C@H]1CN(C)S(=O)(=O)c1ccccc1	-3	4	-0.1	-1	2	5	0	0
CCN(CC)S(=O)(=O)c1ccc(C)c(NC(=O)CN(C)C)c1	-17	-9	.	-14	-7	.	3	.
CC(=O)NCc1ccc(-c2csc(NC(=O)CCCc3nc4ccccc4c(=O)[nH]3)n2)cc1	-7	-4	?	-34	4	-1	-5	-3
COCC(=O)N[C@@H]1CC[C@@H](CC(=O)NCc2ccccc2OC)O[C@H]1CO	2	-5	0.6	-5	-2	-3	0	1
CCCCOc1ccc(C2CCC(C(C)=O)C(C)C2)cc1 (centres undefined)	-3	3	0.4	-12	6	-6	3	2
O=C(N[C@@H](Cc1ccccc1)C(=O)OCc1ccccc1)c1ccco1	-4	1	.	-6	1	-9	4	-2
COC(=O)C1=CNC=C(C(=O)OC)C1c1cccc(OC)c1	.	5	.	-9	-13	3	0	-1
COc1ccc(NC(=O)Nc2ccc3c(c2)CC(=O)N([C@H](C)CO)C[C@H](C)[C@@H](CN(C)S(C)(=O)=O)O3)cc1	-10	-2	.	10	-5	-7	2	2
CCOc1ccc(S(=O)(=O)N2CCc3ccccc3C2)cc1	-2	.	.	.	7	-9	.	1
CCCc1cc(=O)oc2c(C)c(O[C@@H]3O[C@H](CO)[C@@H](O)[C@H](O)[C@H]3O)ccc12	-7	4	0.2	-6	17	9	-2	-4
C[C@@H]1CN([C@H](C)CO)C(=O)c2cc(N(C)C)ccc2O[C@@H]1CN(C)S(C)(=O)=O	10	-3	0.0	5	2	3	1	0
COc1ccc(OC)c(NC(=O)CSc2nc(=O)n(CCN3CCOCC3)c3c2CCC3)c1	0	-3	.	5	1	-7	4	1
CSCCC1NC(=O)N(C(C)C(=O)Nc2cc(Cl)cc(Cl)c2)C1=O (centres undefined)	-4	2	-0.3	-23	-8	2	2	1
COc1ccc(OCCNC(=O)c2cccc(Oc3ccc(C(F)(F)F)cc3[N+](=O)[O-])c2)cc1	4	.	0.6	.	.	3	.	-3
CCOC(=O)C1C(=O)OC(C)(C)C1C(CC)C(=O)c1c(C)cc(C)cc1C (centres undefined)	.	1	.	5	.	-13	-1	-1
COC(=O)c1c(NC(=O)c2ccc([N+](=O)[O-])o2)sc2c1CCN(C(C)C)C2	4	2	-0.3	-12	-74	68*	-1	0
COC(=O)CSc1nc2cc(OC)ccc2n1C	-5	-8	-0.3	-7	.	-15	-2	-2
CN(Cc1ccccc1)C(=O)c1ccc(Nc2nc(C(N)COCc3ccccc3)cs2)nc1 (centres undefined)	.	1	0.1	-27	-5	-5	-1	1
COC(=O)C1=C(O)/C(=C\c2cc(C)n(-c3ccccc3F)c2C)N=C1C	3	-3	.	-93	.	.	9	.
COc1ccc(S(N)(=O)=O)cc1C(=O)OCC(=O)Nc1sccc1C#N	-1	-8	-0.2	-83	1	-6	1	0
CC(C)CCC(CCN1CCCC1)c1ccc2c(c1)OCO2 (centres undefined)	-8	2	.	-6	-17	4	-3	-1
Nc1c(N(C(=O)Nc2ccc(Cl)c(Cl)c2)C2CCCC2)c(=O)[nH]c(=O)n1Cc1ccccc1	-4	.	.	.	-12	4	.	-1
CCOC(=O)c1oc2ccc(S(=O)(=O)Nc3ccc4c(c3)n(C)c(=O)n4C)cc2c1C	-21	.	.	.	-18	-13	.	2
Cc1ccc(-n2nc(C)c3c2OC(N)=C(C#N)C3c2ccccc2F)cc1 (centres undefined)	3	.	.	.	-5	-10	.	-5
O=C(OCCOc1ccc(Cl)cc1)c1cc(S(=O)(=O)N2CCCCC2)ccc1N1CCOCC1	-1	0	-0.5	-9	-21	4	-2	-3
C[C@@H]1CN([C@@H](C)CO)S(=O)(=O)c2ccc(-c3cccnc3)cc2O[C@@H]1CN(C)C(=O)C1CCCCC1	4	0	0.1	8	-3	4	2	-1
O=C(NCCSc1ccc(Cl)cc1)c1ccc(CN2CCOCC2)cc1	0	2	.	-9	.	.	-2	.
C[C@@H]1CN([C@@H](C)CO)C(=O)Cc2cc(NC(=O)Nc3ccc(F)cc3)ccc2O[C@@H]1CN(C)Cc1ccc(Cl)c(Cl)c1	5	2	0.1&-0.1	-31	1	0	-3	0
